PRMT1 FP inh: blocks human protein arginine methyltransferase 1; Q99873; recombinant PRMT1, activity-based probe fluorescence polarization; inhibition, % at 2.79 µM; 370,000 compounds, 1.3% hits; AID 652257;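 active = inhibition above about 21% made by adding two undisclosed values, limit read from the data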
Target sequence (Q99873 whole entry, looked up): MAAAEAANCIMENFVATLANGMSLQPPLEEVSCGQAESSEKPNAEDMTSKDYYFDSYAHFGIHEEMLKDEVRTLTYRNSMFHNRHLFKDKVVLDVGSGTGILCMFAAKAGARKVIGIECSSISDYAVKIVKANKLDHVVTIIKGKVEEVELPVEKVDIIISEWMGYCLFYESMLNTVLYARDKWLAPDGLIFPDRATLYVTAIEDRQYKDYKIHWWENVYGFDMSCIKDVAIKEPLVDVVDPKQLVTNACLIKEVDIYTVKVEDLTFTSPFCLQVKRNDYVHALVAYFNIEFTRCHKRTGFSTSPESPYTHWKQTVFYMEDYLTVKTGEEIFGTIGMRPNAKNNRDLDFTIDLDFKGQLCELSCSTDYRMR
TDP2 absorb: TDP2 (human) inhibition, absorbance primary screen; inhibition, % at 12.8 µM; O95551; AID 720702; 370,000 compounds, 0.34% hits; recombinant TDP2, T5PNP hydrolysis, p-nitrophenol absorbance 415 nm;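 active = inhibition above the mean of all tested compounds plus 3 SD, set per campaign, cut at about 25% in these data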;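 note: 0% = DMSO with enzyme and 100% = buffer with substrate but no TDP2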
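Assay system: recombinant human TDP2 / Reagent: T5PNP substrate at 5 mM, a TopII-DNA adduct mimic / Measured by: epi absorbance from released p-nitrophenol / Evaluation: % inhibition relative to enzyme-containing and enzyme-free wells / Control set: enzyme-free and DMSO wells / Replicates: each compound tested once, singlicate / Schedule: enzyme reaction with compound for 2 h at 37 °C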
TCR CD3 inh: inhibitors of human TCR-CD3 interaction. TAMRA-labeled TCR probe fluorescence, biochemical. inhibition, % at 9.4 µM. 360,000 compounds, 0.37% hits. AID 651800; in the data active = inhibition above about 19%;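 note: recombinant mutant TCR 2C K166C tagged with TAMRA read by polarization; 0% = receptor in buffer alone and 100% = receptor with positive control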
PG9 Ab binder: binds the HIV-1 gp120 antibody PG9 | 360,000 compounds, 0.43% hits | TR-FRET gp120-PG9 antibody binding | inhibition, % at 6.7 µM; in the data active = inhibition above about 8.5%
ABHD4 inh: inhibits mouse alpha/beta hydrolase domain 4; inhibition, % at 8.92 µM; AID 720543; Q8VD66; purified mABHD4, FP-Rh probe fluorescence polarization; 370,000 compounds, 0.54% hits;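 active = inhibition exceeding the mean over every tested compound plus 3 SD, cut at about 30% in these data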;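 note: 0% = plate median of compound wells and 100% = S159A mutant with DMSO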
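Assay system: mABHD4 protein; medium: HEPES pH 7.0, NaCl, Pluronic buffer; dosing: 8.92 µM, single dose; schedule: 45 min + 60 min at 25 °C; signal: FP readout, ex 525 nm / em 598 nm; read-out: normalized percent inhibition of probe labeling; repeats: single replicate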
LEDGF integ inh: blocks HIV-1 LEDGF/p75-dependent DNA integration | TR-FRET IN-LEDGF/p75 DNA integration, Eu/Cy5 | AID 743269 | 370,000 compounds, 0.64% hits | inhibition, % at 3.7 µM;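 active = inhibition above the screen-wide mean plus 3 SD, cut at about 13% in these data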;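 note: signal is the Cy5 over europium emission ratio at 671 and 618 nm; 0% = plate median of compound wells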
UHRF1 MBD2 ctr: blocks human UHRF1 binding to methylated DNA. 370,000 compounds, 0.75% hits. inhibition, % at 4.4 µM. AID 687016. Q96T88. UHRF1 binding to methylated oligo, TR-FRET; in the data active = inhibition above about 21%;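 note: UHRF1 SRA domain binding a hemimethylated CpG hairpin DNA probe; 0% = median of test compound wells and 100% = reference inhibitor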
Tn7 DDE FP: disrupts Tn7 cyclic peptide binding to fibrin D-Dimer-E complex; 370,000 compounds, 0.13% hits; FP displacement of FITC-Tn7 peptide from fibrin DD(E); 0% = median of compound wells per plate; AID 720508; inhibition, % at 8.3 µM; P02675;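 active = inhibition above the mean of compounds falling within the control limits plus 3 SD of them, cut at about 14% in these data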;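 note: 0% = plate median of compound wells and 100% = 10 µM Aha-Tn7 peptide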
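Measure: % inhibition scaled between sample-field median and high-control FP; Test system: human fibrin DD(E); Quantity: 2 µM final DD(E) protein; Doses: one dose, 8.3 µM nominal; Schedule: compound with protein 10 min, then 3 h after probe, room temperature; Detection: fluorescence polarization; Medium: Tris buffer with calcium and detergent, pH 7.8.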
SIAE inh: human SIAE inhibition, primary screen. SIAE FP-Rh probe binding, fluorescence polarization. inhibition, % at 9.66 µM. 370,000 compounds, 0.69% hits. AID 1053197;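 active = inhibition above a cutoff: mean of compounds within the control limits plus 3 SD of those, cut at about 17% in these data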;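 note: 0% = plate median of compound wells and 100% = probe without SIAE protein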
Target sequence (Q9HAT2 whole entry, looked up): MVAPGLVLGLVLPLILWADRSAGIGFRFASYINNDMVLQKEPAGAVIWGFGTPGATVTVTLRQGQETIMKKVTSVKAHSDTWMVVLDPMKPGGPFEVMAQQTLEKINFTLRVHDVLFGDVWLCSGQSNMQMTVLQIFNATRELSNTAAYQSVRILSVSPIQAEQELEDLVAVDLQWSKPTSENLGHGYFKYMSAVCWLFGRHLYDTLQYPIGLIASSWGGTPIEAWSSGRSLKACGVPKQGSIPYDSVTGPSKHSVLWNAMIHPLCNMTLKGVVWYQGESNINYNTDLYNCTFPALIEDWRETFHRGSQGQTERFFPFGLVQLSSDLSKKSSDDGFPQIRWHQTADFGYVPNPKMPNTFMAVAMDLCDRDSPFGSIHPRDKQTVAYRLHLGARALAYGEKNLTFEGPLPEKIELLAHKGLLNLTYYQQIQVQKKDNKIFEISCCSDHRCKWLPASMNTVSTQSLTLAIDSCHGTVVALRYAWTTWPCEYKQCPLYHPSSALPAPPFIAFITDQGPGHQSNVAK
HTRA1 inh: inhibitors of human serine peptidase HTRA1. Q92743. recombinant HTRA1, FP-rhodamine activity-based probe, fluorescence polarization. inhibition, % at 5.96 µM. 340,000 compounds, 0.5% hits. AID 504803; in the data active = inhibition above about 36%;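 note: 0% = enzyme with DMSO and 100% = wells lacking enzyme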
* hit, by the source's call; . = not tested or not shown.

SMILES	PRMT1 FP inh	TDP2 absorb	TCR CD3 inh	PG9 Ab binder	ABHD4 inh	LEDGF integ inh	UHRF1 MBD2 ctr	Tn7 DDE FP	SIAE inh	HTRA1 inh
Clc1cccc(/C(Cc2nc3ccccc3[nH]2)=N\Nc2ccccc2)c1	6.0	0.7	4.8	-2.1	-2.3	-0.3	-1.8	-0.3	3.1	-20.0
COc1ccc(Nc2nc(-c3sc(N)nc3C)cs2)cc1	5.2	3.8	-3.8	-2.4	5.6	1.2	-5.9	0.6	10.6	34.4
C#CCNC(=O)C1=C[C@@H](C2CCCCC2)C[C@@H](OCCCCO)O1	-1.6	9.4	7.0	-0.3	1.2	2.8	0.8	3.1	-0.4	-14.1
Cc1ccc(C(=O)N2CCc3ccccc32)o1	3.5	4.5	-7.6	-0.4	2.2	-4.9	0.2	-2.1	-0.9	-0.4
COc1ccc(S(=O)(=O)NCc2ccco2)cc1N(C)S(=O)(=O)c1ccccc1	1.4	4.8	4.8	-0.6	2.1	4.2	-0.8	-2.6	3.1	4.6
CCOP(=O)(OCC)C(NC(=O)Nc1ccc(Cl)cc1)c1ccccc1 (stereo not given)	-1.3	7.3	6.4	-2.0	-6.5	0.3	0.1	-2.0	-2.3	-1.4
CN(C)c1ccc(S(=O)(=O)N2CCCCC2)cc1NC(=O)CN1C(=O)NC2(CCCC2)C1=O	-3.5	-5.5	-4.7	-1.0	-6.2	0.6	1.9	1.4	0.2	-3.1
Cc1cc(C)c(S(C)(=O)=O)c(Oc2cccc(Cl)c2)n1	3.2	-9.1	2.3	0.8	-8.2	-6.8	4.3	4.3	0.5	8.9
Cc1ccc(C(=O)N2CCC(C)CC2)cc1NC1=NC2CS(=O)(=O)CC2S1 (stereo not given)	-3.6	-3.2	3.1	-1.2	3.6	1.3	-0.2	5.3	7.1	-2.9
CCC(=O)Nc1cccc(NC(=S)NC(=O)c2ccccc2C)c1	7.8	-13.1	-7.4	0.1	-10.6	-1.5	5.8	0.4	-9.3	-5.5
CCOC(=O)C1CCN(C(=O)C2CCN(S(=O)(=O)c3c(C)noc3C)CC2)CC1	-3.4	6.1	5.3	-1.6	-2.2	-0.3	15.8	2.2	-0.8	-0.6
Cc1ncoc1C(=O)Nc1ccc2c(c1)OCCO2	0.9	7.5	-5.3	1.4	-1.8	1.1	3.6	6.5	6.0	-5.6
Cc1ccc(C)c(N(C(=O)Cc2cccs2)C(C(=O)NC2CCCC2)c2ccc(C)o2)c1 (stereo not given)	-1.8	1.0	-6.1	0.8	-1.2	-2.4	3.3	-1.2	7.7	-1.1
C[C@H](CO)N1C[C@H](C)[C@@H](CN(C)C(=O)Nc2ccc(C(F)(F)F)cc2)Oc2ccc(NC(=O)C3CCCCC3)cc2C1=O	-1.4	-8.7	3.0	0.8	-10.1	-3.5	1.0	1.1	-6.0	-25.9
Cc1cccc(C)c1Cn1c(C)c(C(=O)NCc2cccc(Cl)c2)sc1=O	-6.8	-3.7	5.7	0.4	-21.6	6.3	-1.4	0.8	-10.2	.
Cc1ccc(N=C(N)N=C(N)N)c(C)c1	-1.7	15.1	-2.0	0.6	-1.6	1.2	-1.9	-1.1	9.1	2.5
CNC(=O)NNC(=O)c1csc(Cc2c(Cl)sc3ccc(Cl)cc23)n1	-1.4	-4.1	1.4	-3.0	0.1	4.7	-0.9	-6.7	1.7	0.1
O=C(O)CCC(=O)Nc1ccc(C(=O)N2CCCCC2)cc1	-0.9	-4.8	-1.4	2.8	2.8	1.6	-0.1	4.4	7.3	4.9
COC(=O)c1ccc(NC(=O)C2CCCN2S(=O)(=O)c2ccc(OC)cc2)cc1 (stereo not given)	-1.7	6.5	0.1	-1.8	3.2	-1.3	-0.8	-0.3	-2.4	-11.3
O=C(N=C1SC2CS(=O)(=O)CC2N1c1cccc(Cl)c1Cl)C1CCCO1 (stereo not given)	-0.1	4.5	6.3	-1.2	1.1	3.1	-1.4	0.2	5.6	2.2
COc1ccc(-c2nn(-c3ccccc3)cc2C(=O)N2CCN(S(=O)(=O)c3ccccc3C#N)CC2)cc1	0.3	4.7	1.9	0.8	2.6	-3.8	0.3	4.8	-5.8	-30.5
CCOc1ccc(NS(=O)(=O)c2cc(C(=O)N3CCN(c4ccccc4O)CC3)ccc2Cl)cc1	0.6	13.8	2.9	-2.0	4.2	-3.3	-0.5	3.2	5.6	-11.4
CC(Oc1ccc(Br)cc1)C(=O)Nc1ccncc1 (stereo not given)	-2.5	12.0	-3.1	-1.1	0.9	0.6	0.1	2.1	-2.5	0.6
CNc1nc(NCCCN2CCCC2=O)c2sccc2n1	1.2	-2.1	-7.5	0.1	8.6	-0.9	8.6	4.7	0.7	.
O=C1CC(Cc2ccc(Cl)cc2)C(=O)N1c1ccncc1 (stereo not given)	-1.8	-4.0	-3.9	-0.7	4.3	1.9	-1.6	-0.4	2.8	-5.9

Laid out differently: entries from further up
Second line of a record: PRMT1 FP inh	TDP2 absorb	TCR CD3 inh	PG9 Ab binder	ABHD4 inh	LEDGF integ inh	UHRF1 MBD2 ctr	Tn7 DDE FP	SIAE inh	HTRA1 inh
> Cc1cccc(C)c1Cn1c(C)c(C(=O)NCc2cccc(Cl)c2)sc1=O
  -6.8	-3.7	5.7	0.4	-21.6	6.3	-1.4	0.8	-10.2	.
> Cc1ccc(N=C(N)N=C(N)N)c(C)c1
  -1.7	15.1	-2.0	0.6	-1.6	1.2	-1.9	-1.1	9.1	2.5
> CNC(=O)NNC(=O)c1csc(Cc2c(Cl)sc3ccc(Cl)cc23)n1
  -1.4	-4.1	1.4	-3.0	0.1	4.7	-0.9	-6.7	1.7	0.1
> O=C(O)CCC(=O)Nc1ccc(C(=O)N2CCCCC2)cc1
  -0.9	-4.8	-1.4	2.8	2.8	1.6	-0.1	4.4	7.3	4.9

(more compounds)
SMILES	PRMT1 FP inh	TDP2 absorb	TCR CD3 inh	PG9 Ab binder	ABHD4 inh	LEDGF integ inh	UHRF1 MBD2 ctr	Tn7 DDE FP	SIAE inh	HTRA1 inh
C=C1CCN([C@@H](CC(C)C)C(=O)NCc2ccc(OC)cc2)S(=O)(=O)c2ccccc21	-1.1	-2.5	-5.6	-0.3	-11.9	1.6	-1.7	-2.1	-5.7	-7.9
CCn1c(SCC(=O)Nc2cc(C(C)(C)C)nn2-c2ccccc2)nnc1-c1cccs1	2.8	-4.4	-0.1	-0.1	-0.9	10.9	1.7	0.6	2.0	-7.5
CN1C(=O)[C@H]2[C@@H](/C=C/c3ccccc3)N3C(=O)CN(Cc4ccccn4)C(=O)[C@@]3(C)[C@H]2C1=O	2.8	0.4	-6.3	1.9	-8.0	1.5	4.1	1.9	-0.5	4.4
Cc1ccc2c(CN(C)Cc3ccc(Cl)cc3Cl)cc(=O)oc2c1	6.6	2.9	-3.4	-2.5	-0.7	-8.3	0.2	2.2	4.1	-5.4
Nc1cc(S(=O)(=O)c2ccc(O)c(N)c2)ccc1O	-0.9	5.3	6.2	-6.3	12.7	2.4	-2.5	-0.5	1.4	1.2
O=C(O)C1C2C=CC(C2)C1C(=O)OC1CC2CCC1C2 (stereo not given)	-1.1	5.9	-5.4	0.3	4.8	-4.9	-1.6	4.0	2.1	8.2
CC1(NC(=O)c2ccccc2)CCN(CCc2cccs2)C1=O (stereo not given)	-0.3	5.9	2.4	-1.4	-6.3	0.7	0.3	-5.3	10.9	-2.8
Cc1cccc(N2N=C(C(=O)OCC(=O)c3ccccc3)CCC2=O)c1	4.1	-3.8	0.2	0.7	-0.2	1.7	-1.0	8.1	5.0	1.7
COc1ccc(CCNC2CCC(c3ccccc3)CC2)cc1 (stereo not given)	-2.4	-8.0	6.1	0.1	-2.0	3.5	0.6	-1.7	-0.6	6.6
O=C(Nc1ccccc1)Nc1ccc2nnsc2c1	6.5	2.1	2.3	0.4	-9.5	-0.4	1.4	1.8	-1.6	-30.4
Cc1ccc2nc(N(CCN(C)C)C(=O)c3cc(Cl)sc3Cl)sc2c1	0.5	5.9	0.8	0.8	2.0	-2.6	0.4	9.1	3.4	-1.6
Cc1cccc(-c2cc3nc(-c4ccccc4)cc(=O)n3[nH]2)c1	2.5	1.2	-0.5	-2.0	0.6	-0.5	0.1	0.9	-12.7	-0.3
O=C(NCCCCCNC(=O)c1ccco1)c1ccco1	1.0	1.0	1.4	-0.6	-4.3	-1.9	-0.6	-0.3	2.3	-2.6
Cn1c(=O)c2sc3c(c2n(CC(=O)Nc2ccccc2)c1=O)COC(C)(C)C3	1.0	-7.0	3.9	0.6	1.6	-2.0	2.2	5.8	2.4	-1.2
CCOc1ccc2c(c1)nc(C)n2C	-10.1	-15.6	-0.4	0.2	-1.2	4.5	0.2	-7.3	6.5	.
COc1cc(S(=O)(=O)N2CCOCC2)ccc1NC(=O)COC(=O)COc1ccccc1	-1.1	1.8	-0.7	-3.0	-1.0	-1.5	-1.2	-13.7	-1.1	0.1
Cc1cccc(CN(Nc2ccccc2)c2ccccc2)n1	0.4	0.0	6.8	-1.0	2.3	-2.0	0.7	3.4	5.8	-5.0
COc1cccc(NC(=O)CSc2nnc(CNC(=O)c3ccccc3)n2C)c1	-3.1	3.9	0.7	-2.3	0.9	0.7	-1.0	-3.5	-20.3	7.9
CN1CCN(c2ccc(CNC(=O)c3ccc(-c4ccc(F)c(F)c4)c4ccoc34)cc2)CC1	0.0	-6.3	10.0	-1.1	6.0	4.4	-1.2	-3.8	19.1*	.
COc1ccc(NC(=O)CSc2nc3c(c(=O)[nH]2)CCC3)cc1OC	0.0	1.7	-5.6	0.8	5.0	2.7	0.5	3.2	1.2	2.7
Cc1cccc2sc(N(CCN3CCOCC3)C(=O)CCS(=O)(=O)c3ccccc3)nc12	4.7	4.2	2.4	-1.1	-2.4	-0.4	3.8	7.3	1.4	-7.0
CCN1C(=O)[C@H]2[C@@H](c3ccc(-c4ccc(F)cc4)c(OC)c3)N[C@@](Cc3ccccc3)(C(=O)OC)[C@H]2C1=O	2.2	0.0	-0.2	2.1	4.2	2.7	-1.7	-6.8	7.3	4.8
COc1cc2c(cc1OC)CN(c1nc(CN3CCCC3)nc3sc(C)c(C)c13)CC2	0.7	9.0	0.1	-1.4	7.1	-3.8	33.9*	6.0	-1.7	7.7
O=C(Nc1ccc(N2CCCC2=O)cc1)c1cccc(F)c1	1.6	0.7	3.6	-1.2	1.6	-1.2	0.8	2.7	-2.9	4.2
COc1ccc(OC)c(C(=O)COC(=O)c2cccnc2SC)c1	3.7	-6.5	-2.5	1.8	-8.0	-9.0	7.8	-0.2	-4.0	-20.1
COc1ccc(C2Nc3ccccc3C(=O)N2NC(=O)c2ccccc2)cc1OC (stereo not given)	-4.1	-11.2	-0.2	-0.6	-0.8	5.2	0.3	-5.5	10.4	2.6
Cc1ccc(NC(=O)C2CC2C)c(Cl)c1 (stereo not given)	0.1	-3.8	0.7	-0.7	-0.1	2.0	2.1	-3.9	3.1	-2.6
